Peg3 imprint = qHTS Assay for Compounds that Induce Erasure of Genomic Imprints | mouse ES Peg3-LacZ reporter, beta-gal luminescence, 40 h | Potency, µM (series often up to 60.7 µM), inactives show top-dose activity change, positive = activation, actives largely listed as activators | 110,000 compounds, 0.02% hits | AID 1948, 2009;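 also: 0% = negative control wells on the plate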
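Gelatin-coated wells received 300 freshly trypsinized female ES cells with a Peg3LacZ-Neo reporter on the maternal allele, then incubated 40 hours at 37C. BetaGlo was added for 5 minutes at room temperature before a single luminescence read.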
p53ts 32C tox = qHTS Screen for Compounds that Selectively Target Cancer Cells with p53 Mutations: Cytotoxicity of p53ts Cells at the Permissive Temperature; Potency, µM (titrated, usually from 46.1 µM), without a hit: top-dose activity change, negative = cytotoxicity, usual class: cytotoxic; H1299-p53A138V at 32C, ATP luminescence viability, 24 h; 130,000 compounds, 0.93% hits;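 also: 0% = DMSO and -100% = full killing by reference compound; nearly all actives have a fitted effect of over 55% in size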
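ATP-content luminescence (ATPlite) read-out after 24 h compound exposure at 32C in H1299-p53A138V cells (600/well). Tested up to 46 uM. Normalized to DMSO (0%) and 100 uM tamoxifen (100% killing); Hill-fit AC50.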
IkB sig inh = IkB Signaling; ABC-DLBCL IkBa-CBG/CBR dual luciferase ratio, 4 h; response scale: scaled: untreated 0%, proteasome inhibitor 100%; Potency, µM (top dose mostly 57.1 µM), without a hit: top-dose IkBa stabilization activation; 110,000 compounds, 0.04% hits; active = well fitted curve in the direction sought with a large enough effect in the signal ratio, not every such curve was filed as active; inconclusive = small, poorly fitted or top-dose-only effect, or a change in a side signal; the % refers to the signal ratio;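 also: the direction sought is a rising ratio; 0% = basal untreated cells and 100% = reference inhibitor full response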
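Luminescence ratio of IκBα-fused green versus native red beetle luciferase in OCI-Ly3 cells, 4 h post-doxycycline with compound; red signal alone, scaled from basal (0%) to zero light (-100%), flagged nonspecific or cytotoxic effects.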
p53ts 39C tox = qHTS Screen for Compounds that Selectively Target Cancer Cells with p53 Mutations: Cytotoxicity of p53ts Cells at the Nonpermissive Temperature. AID 902, 2007. H1299-p53A138V viability at 39C, ATP luminescence, 24 h. Potency, µM (series often up to 46.1 µM), without a hit: at the highest dose activity change, negative = cell killing, usual class: cytotoxic. 130,000 compounds, 1.5% hits; also: nearly all actives have a fitted effect of over 55% in size
* marks the source's active call; other numbers are inactive results; u = inconclusive; x = not tested or not shown; & = joins results of further samples; [ ] = remark or other dose. Unless noted, calls follow the shape of the dose curve; as a rule, active = well fitted curve in the direction sought with a large enough effect; inconclusive = small, poorly fitted or top-dose-only effect, or another doubt; inactive = no such curve, though single readings can be large; an effect the other way counts as inactive or inconclusive. Unless noted, % is scaled to controls: 0 for no effect and ±100 for the full control effect; potency is read from the fitted curve at half-maximal effect.

Under each structure – Peg3 imprint, p53ts 32C tox, IkB sig inh, p53ts 39C tox
Cc1cccc(N(CC(=O)Nc2cccc(Cl)c2C)S(C)(=O)=O)c1C
 : 13%[10.9 µM], -1%, u, 6%
NC(=O)CSc1nnc(COc2ccccc2)n1CCc1ccccc1
 : -1%, -6%, 0.4%, -5%
O=C(NCc1cccnc1)C1CCN(Cc2cc3ccccc3n2Cc2ccccc2)CC1
 : -13%[10.9 µM], 11%, 0.5%, 4%
O=C(O)CCCC(=O)Nc1c(F)c(F)c(F)c(F)c1F
 : 4%, -16%, 10%, 14%
CC1CCN(C(=O)Cn2cc(SCc3cccc(F)c3)c3ccccc32)CC1
 : -17%[10.9 µM], -1%, u, 2%
CCOc1ccc(OCC)c(NC(=O)c2cc3ccccn3n2)c1
 : -4%[10.9 µM], -12%, u, -10%
COC(=O)c1cccc(NC(=O)CSc2nnc(COc3ccc(C#N)cc3)n2-c2ccccc2)c1
 : x, -9%, u, -6%
Cc1ccc(CCNC(=O)CCS(=O)(=O)c2cc3c(cc2Cl)NC(=O)CO3)cc1
 : 11%[10.9 µM], 0%, u, 1%
COc1cc(C)ccc1OCCSc1nc2ccc(NC(=O)c3ccc4c(c3)OCO4)cc2s1
 : -15%[10.9 µM], -12%, -1.5%, -16%
CCCc1nn2c(=O)cc(COC(=O)c3ccccc3NC(=O)C3CCCCC3)nc2s1
 : -5%[10.9 µM], -13%, u, u
Cc1ccc(NC(=O)Nc2nnc(N3CCCC3)s2)cc1C
 : -11%[10.9 µM], 3%, u, -9%
COc1ccc(NC(=O)C2CCCN2S(=O)(=O)c2cccc3cccnc23)cc1OC (stereo unspecified)
 : 6%[10.9 µM], -7%, -1.6%, 13%
CCOc1ccccc1C1CC(c2ccc(Br)cc2)Nc2nc(N)nn21 (stereo unspecified)
 : -3%, 3%, -2.3%, -13%
COc1ccc(CN(C(=O)c2ccco2)c2ccc(Br)cc2)cc1OC
 : -13%, 31%[activator], u, 1%
COc1cc(OC)cc(C(=O)Nc2cc3c(cc2N2CCOCC2)n(C)c(=O)n3C)c1
 : 7%[10.9 µM], -4%, 3.6%, -1%
Cc1ccc(CN2C(=O)CCC2C(=O)NC(C)C)cc1 (stereo unspecified)
 : 8%, 5%, -1.5%, 3%
COC(=O)c1cc(-c2ccc(OC)c(OC)c2)c2c(=O)[nH]c(=O)n(C)c2n1
 : 21%[10.9 µM], 7%, -0.8%, -9%
O=C(CSc1nccn1C1CCCC1)Nc1cccc(F)c1
 : -15%[10.9 µM], 0%, -1.8%, -12%
NCC(O)CC(=O)O (stereo unspecified)
 : -8%, -1%, x, -1%
CCOCCCN1CC(C(=O)NCCc2ccc(C)cc2)CC1=O (stereo unspecified)
 : -3%, 0%, 3.1%, 10%
O=C(NCCc1ccc(Cl)cc1)C1(c2cccs2)CCOCC1
 : 6%[10.9 µM], 3%, 0.7%, -18%
CCN1C(=O)[C@H]2[C@H]3[C@H](O)[C@H](O)C/C(=N/NC(=O)OCc4ccc(OC)cc4)[C@@H]3CC[C@@H]2C1=O
 : x, 5%[9.22 µM], x, 5%[9.22 µM]
CCOC(=O)CN(C(=O)CNC(=O)c1ccco1)C(C(=O)NC1CCCC1)c1ccccc1OCC (stereo unspecified)
 : -2%, 2%, -0.2%, 10%
Cc1ccc(C(=O)c2cn(CC(=O)Nc3ccc(C)cc3Cl)c3nc(C)ccc3c2=O)cc1
 : 9%[10.9 µM], 0%, 1.9%, -26%
COc1cccc(N2C(=O)CC(Nc3ccc(N4CCOCC4)cc3)C2=O)c1 (stereo unspecified)
 : x, 3%, x, 3%
O=C(CCn1cnc2ccccc2c1=O)Nc1cccc(Cl)c1
 : 29%, 7%, -5.9%, -1%
Cc1ccc2c(c1)sc1nc(=O)n(-c3ccc(Cl)cc3)c(=O)n12
 : -14%[10.9 µM], -9%, 0.8%, 7%
Cc1cc(Nc2cccc(Br)c2)n2c(nc3ccccc32)c1C#N
 : -10%[10.9 µM], -15%, -4.5%, -7%
Cc1c(Cl)cccc1NC(=O)C1CCN(c2nc3ccccc3[nH]2)CC1
 : 7%[10.9 µM], -4%, 0.1%, -11%
CCc1ccc(NC(=O)c2cc(S(=O)(=O)N3CCCC3)ccc2F)cc1
 : -14%[10.9 µM], -18%, u, u

Some of these compounds in order of the Peg3 imprint value, lowest first.
Structure | Peg3 imprint
NCC(O)CC(=O)O (stereo unspecified) | -8%
CCOc1ccccc1C1CC(c2ccc(Br)cc2)Nc2nc(N)nn21 (stereo unspecified) | -3%
Cc1ccc(CN2C(=O)CCC2C(=O)NC(C)C)cc1 (stereo unspecified) | 8%

(cont.)
Under each structure – Peg3 imprint, p53ts 32C tox, IkB sig inh, p53ts 39C tox
CCN(CC)C(=O)Cn1c(=O)n(CC2CCC(C(=O)NC)CC2)c(=O)c2sccc21 (stereo unspecified)
 : -2%[10.9 µM], 0%, -0.2%, 22%
O=C(NCc1ccc(F)cc1)C1CCN(S(=O)(=O)N2CCCCC2)CC1
 : -1%, 6%, 4.5%, 8%
CCOC(=O)N1CCC(n2c(SCC(=O)Nc3nccs3)nc3ccsc3c2=O)CC1
 : -2%, 3%, 1.5%, -12%
CCC(=O)N1CCc2cc(S(=O)(=O)NC(Cc3ccccc3)C(=O)NCc3ccc(C)cc3)ccc21 (stereo unspecified)
 : 23%[10.9 µM], 7%, -0.1%, 20%
CCOC(=O)C1=C(O)CSC1=Nc1ccc(Cl)cc1
 : -14%, 4%, 1.1%, -9%
CCOC(=O)C1CCN(C(=O)c2nn(-c3ccc(OC)cc3)c(=O)c3c2c2ccccc2n3C)CC1
 : 4%[10.9 µM], 5%, -1.1%, 5%
C=C(C)C1CC=C(C(=O)O)CC1 (stereo unspecified)
 : -11%&-10%, 2%, x, 1%
O=C(CSc1nnc(CNC(=O)c2cccs2)o1)NCc1ccc(F)cc1
 : -6%, 12%, 4.5%, 16%
c1n[nH]c(SCCCCSc2ncn[nH]2)n1
 : -20%, -1%, -1.4%, 4%
C/C(=N/NC(=O)c1ccncc1)c1ccccc1Cl
 : -14%[10.9 µM], 3%[9.22 µM], -0.9%[11.4 µM], 0%[9.22 µM]
O=C(Oc1c(Cl)cc(Cl)c2cccnc12)N1CCCCC1
 : -5%, 7%, -0.5%, 3%
CC(C)Oc1ccc(C(=O)NCC(c2ccc(N(C)C)cc2)N2CCc3ccccc32)cc1 (stereo unspecified)
 : 4%[10.9 µM], 7%, 3.3%, -14%
CCC(C(=O)NCc1ccccc1OC)n1nc(C)n2c(cc3sccc32)c1=O (stereo unspecified)
 : -10%[10.9 µM], 2%, u, -22%
CCc1ccc(NC(=O)CCNS(=O)(=O)c2ccc3c(c2)CCCC(=O)N3)cc1
 : 11%[10.9 µM], -13%, u, -13%
CC(C)CC(C(=O)O)C(C)CC(=O)Nc1ccn(-c2ccccc2)n1 (stereo unspecified)
 : x, -3%, x, 12%
CCN1CCN(CCC(=O)Nc2ccc3c(c2)OCO3)CC1
 : x, 11%, x, 2%
Cc1ccccc1C1CC(c2ccc(F)cc2)Nc2nc(N)nn21 (stereo unspecified)
 : -3%, -7%, 0.3%, -1%
Cc1ccc(Nc2nnc(-c3ccc(C)c(S(=O)(=O)N4CCCCC4)c3)c3ccccc23)cc1
 : 1%[10.9 µM], -2%, u, -1%
Cc1cccc(C(OC(=O)c2ccco2)C(=O)NCc2ccccc2)n1 (stereo unspecified)
 : 24%, 2%, -0.2%, -1%
O=C(Nc1ccc2oc(-c3cccc4c(Br)cccc34)nc2c1)c1ccc(Br)cc1
 : -15%[10.9 µM], 8%, 1.4%, 0%
CCCCOc1ccc(/C(N)=N/O)cc1
 : x, -28%, x, -26%
CCN(CC)c1ccc(NC(=O)Cn2cc3c(n2)CCCC3)c(C)c1
 : -12%[10.9 µM], -14%, 1.8%, -5%
COc1cccc(C(=O)Nc2c(C(=O)N3CCN(c4ccc(F)cc4)CC3)oc3ccccc23)c1
 : -7%[10.9 µM], -3%, 0.1%, -13%
CC(C)Oc1ccc(CNC(=O)c2ccc(CS(=O)Cc3ccccc3Cl)o2)cc1 (stereo unspecified)
 : -16%[10.9 µM], u, -1.7%, -27%
CC(C)(C)N(Cc1cc2ccccc2[nH]c1=O)C(=O)c1cccnc1
 : -2%, 5%, -1.6%, 14%
CCOC(=O)C1CCCN(C(=O)CN2C(=O)COc3ccc(C(C)(C)C)cc32)C1 (stereo unspecified)
 : -4%, 13%, -1.1%, 4%
CCOC(=O)c1c(C)n(C)c2ccc(OCC(O)CN3C(=O)c4ccccc4S3(=O)=O)cc12 (stereo unspecified)
 : -5%, 2%, 0.2%, -15%
COc1ccc(-c2coc3cc(O)ccc3c2=O)c(OC)c1
 : -4%, 9%, x, -8%
CN(C)C(=O)c1nnc(Cc2ccc(Cl)cc2)o1
 : 2%, -7%, -0.8%, -6%
Cc1ccc2oc(-c3ccc(C)c(NC(=O)c4ccc5c(c4)OCCO5)c3)nc2c1
 : -7%[10.9 µM], -4%, u, 19%

Another view of some results above:
CC(C)(C)N(Cc1cc2ccccc2[nH]c1=O)C(=O)c1cccnc1
  Peg3 imprint: -2% | p53ts 32C tox: 5% | IkB sig inh: -1.6% | p53ts 39C tox: 14%
CC(C)CC(C(=O)O)C(C)CC(=O)Nc1ccn(-c2ccccc2)n1 (stereo unspecified)
  Peg3 imprint: x | p53ts 32C tox: -3% | IkB sig inh: x | p53ts 39C tox: 12%
CC(C)Oc1ccc(C(=O)NCC(c2ccc(N(C)C)cc2)N2CCc3ccccc32)cc1 (stereo unspecified)
  Peg3 imprint: 4%[10.9 µM] | p53ts 32C tox: 7% | IkB sig inh: 3.3% | p53ts 39C tox: -14%

The list continues:
Under each structure – Peg3 imprint, p53ts 32C tox, IkB sig inh, p53ts 39C tox
Cc1cccc(NS(=O)(=O)c2ccc3c(c2)[C@H]2C=CC[C@H]2[C@@H](c2ccc(F)cc2)N3)c1
 : -15%[10.9 µM], -1%, u, -28%
Cc1noc(NS(=O)(=O)c2ccc(N3C(=O)c4ccccc4C3=O)cc2)c1C
 : -5%, 0%, 1.9%, -4%
COc1ccc2c(=O)ccoc2c1
 : -16%, -8%, x, -5%
O=C(CCCn1c(SCC(=O)NC2CCCC2)nc2ccccc2c1=O)NCC1CCCO1 (stereo unspecified)
 : -21%, 1%, -0.5%, -7%
CCc1ccc(S(=O)(=O)c2cnc(SCC(=O)Nc3ccc(OC)cc3OC)[nH]c2=O)cc1
 : 17%[10.9 µM], 8%, 4.6%, 24%
COC(=O)c1c(-c2ccc(F)cc2)noc1N
 : -34%[inhibitor], 6%, -0.4%, 4%
CCOC(=O)C1(N(CC)CC)Sc2cc(C)ccc2NC1=O (stereo unspecified)
 : -30%, -18%, 5.5%, 16µM*
COc1cc(Cl)c(C)cc1NC(=O)c1cn(CC(C)C)c(=O)c2cc(OC)c(OC)cc12
 : -6%[10.9 µM], 9%, 1.6%, -22%
O=C(CSc1nc2c([nH]c3ccccc32)c(=O)n1-c1ccc(F)cc1)N1CCc2ccccc21
 : 5%[10.9 µM], -8%, -1.5%, 12%
CC1CCCN(C(=O)CCS(=O)(=O)c2cc3c(cc2Cl)NC(=O)CO3)C1 (stereo unspecified)
 : -8%[10.9 µM], -9%, 1.8%, -10%
CCCn1c(C)nc2c(NC3CCN(Cc4ccccc4)CC3)nc(C)nc21
 : -14%, 4%, x, -4%
COc1ccc(CNC(=O)C2CCCN(S(=O)(=O)N(C)c3ccc(F)cc3)C2)cc1OC (stereo unspecified)
 : -16%[10.9 µM], -4%, u, u
NCCNC(=O)c1ncsc1-c1cccc(F)c1
 : -7%, 10%, 2.0%, -1%
O=C(NCc1ccco1)c1cc(-c2ccccn2)nc2ccccc12
 : -29%, -11%, 1.3%, -5%
COc1ccc(N(C(=O)c2ccco2)S(=O)(=O)c2cccs2)cc1
 : 0%, 13%, -0.9%, 1%
CCOC(=O)c1ccc(NS(=O)(=O)c2cc(Br)cc3c2N(C(C)=O)C(C)C3)cc1 (stereo unspecified)
 : -17%[10.9 µM], 0%, u, 17%
Cc1ccc(NC(=O)CNS(=O)(=O)c2cccs2)cc1F
 : -19%, 9%, -2.2%, -6%
Cc1[nH]c2ccccc2c1C(=O)CSCC(=O)O
 : 0%, 1%, 1.5%, 2%
CCCCNC(=O)Nc1ccccc1C(=O)NCCC
 : x, -4%, x, 18%
Nc1ncnc2c1ncn2CCN1CCOCC1
 : -3%, -2%, -1.2%, 13%
